NadD block: blocks S. aureus nicotinate mononucleotide adenylyltransferase | AID 602399 | inhibition, % at 20 µM | purified NadD enzyme, colorimetric absorbance read-out | 0.78% of 360,000 active; in the data active = inhibition above about 26%; also: some compounds past the cut are filed as inactive
LMPTP inh: LMPTP (human) inhibition; P24666; AID 651560; recombinant LMPTP-A, OMFP fluorogenic substrate, fluorescence intensity; 0.22% of 360,000 active; inhibition, % at 20 µM;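 active = compounds that cut the enzyme signal by at least half of the control window in the single-dose screen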;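 also: plate controls were DMSO wells with enzyme plus substrate for no effect and substrate without enzyme for full effect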
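Material: LMPTP-A; amount: 0.625 nM enzyme; doses: single 20 µM dose; times: reaction 50 min, room temperature, dark; technique: fluorescence intensity of OMFP turnover product; benchmarks: no-enzyme and uninhibited controls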
CSN inh: inhibitors of human CSN-mediated cullin deneddylation | 0.38% of 360,000 active | inhibition, % at 12.5 µM | Q92905 | Purified CSN, SCF-Nedd8-OG deneddylation, fluorescence polarization;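 active = pattern-corrected inhibition above about 35%, with an unprinted fluorescence ratio check between 0.5 and 1.5, limit read from the data, passing the limit was not always enough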;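 also: 0% = enzyme with substrate and 100% = substrate without enzyme; some results filed as inactive read as strong as hits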
Target sequence (Q92905 whole entry, looked up, one chain of several): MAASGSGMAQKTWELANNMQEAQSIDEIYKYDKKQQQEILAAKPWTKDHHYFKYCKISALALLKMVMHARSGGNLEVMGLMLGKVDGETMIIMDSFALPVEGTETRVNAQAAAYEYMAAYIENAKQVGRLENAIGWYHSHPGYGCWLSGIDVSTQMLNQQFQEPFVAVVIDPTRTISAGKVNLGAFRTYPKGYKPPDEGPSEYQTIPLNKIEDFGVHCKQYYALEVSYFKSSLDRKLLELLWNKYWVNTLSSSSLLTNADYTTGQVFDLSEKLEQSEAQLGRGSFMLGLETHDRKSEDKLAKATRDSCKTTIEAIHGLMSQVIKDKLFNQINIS
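Assay system: purified human Csn5 enzyme expressed in HEK293T cells; measure: % inhibition; also added: SCFSkp2-Nedd8OG substrate at 10 nM final; technique: fluorescence polarization; times: reaction 90 min, room temperature; medium: Tris buffer pH 7.5, NaCl, DTT, Tween-20, trehalose, ovalbumin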
TbMetRS inhib: blocks T. brucei methionyl-tRNA synthetase activity. inhibition, % at 11.9 µM. 0.4% of 360,000 active. purified T. brucei MetRS, ATP depletion, Kinase-Glo luminescence;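 active = inhibition above a per-plate cutoff of the control wells' mean inhibition plus 3 SD, cut at about 5.5% in these data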;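 also: 0% = DMSO wells median and 100% = median of wells with control inhibitor compound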
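Dosing: 11.9 µM single point; system: parasite MetRS enzyme; technique: luminescence of leftover ATP; times: 15 min enzyme-compound preincubation, 2 h reaction, 10 min detection, 25 °C; replicates: each compound tested once; read-out basis: percent inhibition relative to median high and low control wells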
DNMT1 block: inhibitors of human DNMT1 | P26358 | DNMT1 molecular beacon, Hinp1I cleavage, fluorescence | inhibition (reported as % activation of signal), % at 10 µM | 0.83% of 360,000 active; in the data active = inhibition above about 50%
Scp-1 inhibitor: Scp-1 (human) phosphatase inhibition; Q9GZU7; Recombinant Scp1, phosphopeptide, malachite green phosphate absorbance; inhibition, % at 20 µM; 0.88% of 340,000 active; AID 493091;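 active = inhibition above about 50% at 20 µM, limit read from the data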;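 also: plate controls were DMSO wells with enzyme for no effect and wells lacking enzyme for full effect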
Target sequence (Q9GZU7 76-261 limits assumed): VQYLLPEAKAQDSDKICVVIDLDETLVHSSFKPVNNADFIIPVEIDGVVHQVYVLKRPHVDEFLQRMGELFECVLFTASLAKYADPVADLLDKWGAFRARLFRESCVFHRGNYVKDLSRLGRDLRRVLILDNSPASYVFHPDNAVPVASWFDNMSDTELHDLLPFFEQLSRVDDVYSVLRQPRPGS
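Test system: SCP-1 phosphatase catalytic domain, residues 76-261; measured by: colorimetric phosphate reagent with accelerator and stabiliser, absorbance at 630 nm; timing: enzyme reaction 45 min at room temperature, colour 5 min, stabilisation 30 min; also added: Phosphorylated 17-residue peptide substrate; compound dosing: one concentration, 20 µM, with 1.0% DMSO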
Rpn11 block: inhibitors of human proteasome Rpn11 | 0.59% of 360,000 active | O00487 | human 26S proteasome, Ub4-pepOG fluorescence polarization; 20S core pre-blocked with epoxomicin | AID 588493 | calls only at 20 µM;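 active = inhibition at 20 µM, scaled to each plate's controls, above about 33%, limit read from the data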
Target sequence (O00487 whole entry, looked up): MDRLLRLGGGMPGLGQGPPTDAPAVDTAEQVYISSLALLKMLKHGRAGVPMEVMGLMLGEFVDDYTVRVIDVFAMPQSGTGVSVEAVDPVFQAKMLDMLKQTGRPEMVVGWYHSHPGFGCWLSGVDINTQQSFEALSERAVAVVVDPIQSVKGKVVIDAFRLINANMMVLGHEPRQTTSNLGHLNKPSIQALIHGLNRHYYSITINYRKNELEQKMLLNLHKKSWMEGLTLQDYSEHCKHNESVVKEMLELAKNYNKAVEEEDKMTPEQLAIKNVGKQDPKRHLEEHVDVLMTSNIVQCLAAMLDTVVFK
STEP inh: STEP (human) phosphatase inhibition; recombinant STEP, OMFP fluorogenic substrate, fluorescence; inhibition, % at 20 µM; 0.25% of 360,000 active; P54829;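 active = inhibition at 20 µM, scaled per plate between control wells, above about 37%, limit read from the data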;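 also: 0% = DMSO with enzyme and substrate and 100% = substrate only without enzyme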
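System: STEP phosphatase, cell-free reaction; Buffer or medium: Bis-Tris pH 6.0 buffer with DTT, detergent; Incubation: 20 min at room temperature, dark; Measured by: fluorescence, 480/540 nm.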
SUMO1-SIM PPI: modulators of human SUMO1-mediated protein-protein interactions | P63165 | SUMO1 binding to a labelled peptide, TR-FRET, 1 h | inhibition, % at 20 µM | 0.33% of 360,000 active; in the data active = inhibition above about 37%
Target sequence (P63165 whole entry, looked up): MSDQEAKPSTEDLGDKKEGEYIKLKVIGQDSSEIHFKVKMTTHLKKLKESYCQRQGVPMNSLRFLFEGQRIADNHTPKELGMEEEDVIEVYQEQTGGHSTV
MsrA inhibitor: inhibits bovine methionine sulfoxide reductase A | AID 651718 | inhibition, % at 15.5 µM | 0.75% of 360,000 active | purified bovine MsrA, absorbance read-out; in the data active = inhibition above about 4.5%;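 also: 0% = vehicle wells with enzyme and 100% = reference inhibitor wells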
Numbers without * were called inactive; i = inactive; / = not tested or not shown. Outcome played no part in choosing rows; overall some 3.9% were active at least once.

SMILES	NadD block	LMPTP inh	CSN inh	TbMetRS inhib	DNMT1 block	Scp-1 inhibitor	Rpn11 block	STEP inh	SUMO1-SIM PPI	MsrA inhibitor
CN(C(=O)CN1C(=O)c2cc(Cl)c(Cl)cc2C1=O)C1CCS(=O)(=O)C1 (centres undefined)	-1	-1.5	-2	-0.3	0	1	i	0	-31	0.4
O=C(Nc1cccnc1)c1cc(Cl)ccc1Cl	-6	-6.2	2	-0.7	1	-1	i	-3	5	-0.8
COc1ccc(NC(=O)C2CCCN(S(=O)(=O)c3c(C)n[nH]c3C)C2)cc1 (centres undefined)	4	-0.2	5	-0.5	-1	-3	i	1	1	1.2
O=C(O)c1ccc2nc3c(nc2c1)-c1ccccc1C3=O	-18	0.9	4	-1.1	-4	5	i	3	0	2.6
O=C(NC1CCCCC1)c1ccc(-c2ccccc2[N+](=O)[O-])o1	-2	-1.5	0	-0.5	-10	-6	i	2	-20	0.2
COc1cc2c(cc1OC)CN(CC(=O)Nc1ccc3c(c1)OCO3)CC2	-1	0.1	2	-1.2	-10	-1	i	-5	-3	0.9
Cc1ccc(CNC(=O)CN2C(=O)NC(C)(c3ccc(Cl)cc3)C2=O)cc1 (centres undefined)	-5	-0.1	-4	0.3	-2	-12	i	-3	6	-0.7
CN(c1ccc(C(=O)NCc2ccc3c(c2)OCO3)cc1)S(=O)(=O)c1ccccc1	5	0.5	0	-0.6	-1	-3	i	3	-4	0.1
Cc1cccc(NC(=O)c2ccccc2Br)n1	3	-0.6	6	-0.7	0	-3	i	-5	-2	-0.7
O=C(CCCOc1ccc(Cl)cc1Cl)N/N=C/c1cccc([N+](=O)[O-])c1	-4	19	15	0.4	13	92*	i	3	-8	-0.7
Cc1ccc2c(C(=O)CN3CCOCC3)c(C)[nH]c2c1	2	-0.8	5	-1.3	-1	-1	i	0	0	1.4
OCCN(Cc1ccccc1)CC1CC2C=CC1C2 (centres undefined)	-4	-1.8	0	0.3	-1	-4	i	-1	-1	-0.8

Scp-1 inhibitor, entries above that show a hit.
SMILES	NadD block	LMPTP inh	CSN inh	TbMetRS inhib	DNMT1 block	Scp-1 inhibitor	Rpn11 block	STEP inh	SUMO1-SIM PPI	MsrA inhibitor
O=C(CCCOc1ccc(Cl)cc1Cl)N/N=C/c1cccc([N+](=O)[O-])c1	-4	19	15	0.4	13	92*	i	3	-8	-0.7

(further entries)
SMILES	NadD block	LMPTP inh	CSN inh	TbMetRS inhib	DNMT1 block	Scp-1 inhibitor	Rpn11 block	STEP inh	SUMO1-SIM PPI	MsrA inhibitor
O=S(=O)(Cc1ccccc1Cl)Nc1ccccn1	-1	-1.1	5	-1.4	14	4	i	1	-3	1.6
COc1ccc(CNC(=O)COC(=O)CCS(=O)(=O)c2ccc(C)cc2)cc1OC	-2	-0.8	-1	-0.3	5	-2	i	-2	1	-0.4
CCCOc1ccc(F)cc1-c1cc(C(=O)Nc2ccc(F)c(Cl)c2)[nH]n1	2	3.9	3	0.1	-6	/	i	-2	8	0.8
CCOC(=O)C1=C(c2ccccc2)NC(=S)NC1c1cccc([N+](=O)[O-])c1 (centres undefined)	-5	-1.4	-2	-0.4	4	-14	i	-4	-10	0.5
CCOc1c(Br)cc(C(=O)OCC(=O)N2CCc3ccccc3C2)cc1OC	-7	3.1	1	-0.1	-5	-5	i	7	6	1.4
CCN(CC(=O)NCc1ccc(Cl)cc1)C(=O)/C=C/c1ccc(Cl)c([N+](=O)[O-])c1	-2	1.2	-1	0.0	-5	-5	i	0	-9	-0.7
CC(=O)Nc1ccc(NC(=O)C2CC(=O)N(Cc3ccccc3)C2)cc1 (centres undefined)	-5	-0.7	1	0.3	-1	-9	i	-4	1	-0.7
Cc1cc(Br)ccc1NC(=O)CCN1C(=O)c2ccncc2C1=O	6	0.3	0	-0.6	0	-3	i	-4	-7	-0.3
Nc1ccc(N2CCN(c3ccccc3)CC2)c(F)c1	2	0.3	1	-0.7	-4	-6	i	-3	-1	1.7
N/C(=N\OC(=O)CCN1C(=O)c2ccccc2C1=O)c1ccccn1	4	0.0	-4	-0.2	-1	-3	i	-3	-9	-0.4
COc1ccc(CCNC(=O)CC(C)S(=O)(=O)c2ccc3c(c2)NC(=O)CO3)cc1OC (centres undefined)	-4	-0.1	-2	0.2	0	-7	i	0	1	-0.1
CCC(CC)NC(=O)c1cccc(Oc2ccccc2)c1	-8	-0.5	-4	0.3	2	-2	i	0	1	0.1
Cc1nnc(SCC(=O)N2CCOCC2)n1C	-1	-0.7	0	-0.3	3	3	i	1	3	1.1
COc1ccc(Cc2nc(C(=O)Nc3ccc(OC)cc3)cs2)cc1	-2	2.2	-2	0.7	-5	-3	i	1	7	0.1
COC(C[C@@H](O)C[C@@H](O)[C@@H](C)OCc1ccccc1)OC	3	1.2	3	-0.4	4	-6	i	0	2	1.4
O=C(Nc1ccc(Br)cc1Br)Nc1cccc2[nH]c([C@@H]3O[C@H](CO)[C@@H](O)[C@H](O)[C@H]3O)nc12	2	1.0	-4	0.5	-6	/	i	-3	4	0.4
C#CC[N+](C)(C)CCCCCCCCCCCC	-5	-2.1	-10	-0.2	9	5	i	3	3	-1.6
CCc1cccc2c(C(=O)COC(=O)/C=C/c3ccccc3OC)c[nH]c12	1	0.0	-1	-1.2	-5	-6	i	-3	9	-0.1
CC(Sc1nc(N)cc(=O)[nH]1)C(=O)NC1CCCCC1 (centres undefined)	1	-0.3	3	-1.0	-2	-7	i	1	-3	-0.3
COc1cccc(OCC(=O)NNC(=O)c2ccc3ccccc3c2O)c1	-4	-0.6	-1	-0.3	-6	-4	i	-2	2	2.1
O=C(Nc1cccc(-n2cnnn2)c1)C1CCCN(C(=O)Cc2cccc(Cl)c2)C1 (centres undefined)	-3	-1.3	1	-0.2	4	/	i	-4	28	0.4
C=C1N(c2ccc(Cl)cc2)C(=O)OC1(C)C	3	-1.0	0	-1.2	2	-12	i	-3	1	0.1
COC(=O)c1cc(NC2c3ccccc3C(=O)N2c2cccnc2)cc(C(=O)OC)c1 (centres undefined)	1	0.0	5	0.5	-1	-9	i	-3	14	-0.9
Cc1ccc(S(=O)(=O)N(C)c2ccc(OCC(=O)Nc3nc(-c4ccccc4)cs3)cc2)cc1	10	2.1	-5	-0.9	-7	-7	i	2	0	1.1
CCOc1ccc(S(=O)(=O)Nc2ccc(C(=O)N(C)CC(=O)Nc3ccc(OC)cc3)cc2)cc1	-2	0.1	-1	-0.5	3	-6	i	1	1	0.5
Cc1ccc(OCC(=O)O/N=C(\N)c2cccc([N+](=O)[O-])c2)cc1C	7	1.2	-2	0.1	2	-20	i	5	-17	-2.4
CCn1c(COc2ccc(C(C)C)cc2)nnc1SCC(=O)Nc1nccs1	10	-0.9	-3	-1.3	24	0	i	9	-9	0.1
CCOc1ccccc1NC(=O)c1cc(C(=O)Nc2ccccc2OCC)cc(N2C(=O)CCC2=O)c1	-7	1.5	5	0.3	4	5	i	2	2	-1.9
O=c1c2ccccc2nc(/C=C/c2ccc(Cl)cc2)n1CCO	-7	0.5	-3	0.5	-3	-6	i	-2	-24	1.7
Cc1nc2ccccc2c(=O)n1N	0	-0.1	0	-0.3	0	-7	i	7	0	0.3
N#Cc1ccccc1S(=O)(=O)N1CCN(C(=O)[C@H](Cc2ccccc2)NC(=O)c2ccco2)CC1	-4	-1.2	1	-0.3	5	-2	i	4	0	-0.2
O=C(Nc1cc(C(F)(F)F)ccc1-n1cncn1)c1ccc([N+](=O)[O-])o1	-5	2.1	9	-0.4	-6	-3	i	1	-17	2.4
CCOc1ccc(C)cc1S(=O)(=O)NC1CCCCCC1	-6	2.1	0	-0.7	3	-2	i	-1	11	-0.5
CN(C)c1ccc(NC(=O)CSc2n[nH]c(-c3ccncc3)n2)cc1	-5	0.1	6	-0.6	0	-10	i	-1	1	0.5
O=C(NNC(=O)c1ccccc1O)c1ccco1	-5	-0.9	-5	-0.2	-1	-7	i	1	1	-0.6
Cc1cc(NC(=O)C(C)Oc2ccc(C(C)(C)C)cc2)no1 (centres undefined)	-6	0.0	-1	-0.2	1	1	i	1	2	-0.3

Results in LMPTP inh, for five of the compounds above:
SMILES	LMPTP inh
O=C(NNC(=O)c1ccccc1O)c1ccco1	-0.9
CCn1c(COc2ccc(C(C)C)cc2)nnc1SCC(=O)Nc1nccs1	-0.9
Cc1ccc(OCC(=O)O/N=C(\N)c2cccc([N+](=O)[O-])c2)cc1C	1.2
Cc1nc2ccccc2c(=O)n1N	-0.1
O=C(Nc1cc(C(F)(F)F)ccc1-n1cncn1)c1ccc([N+](=O)[O-])o1	2.1

More compounds
SMILES	NadD block	LMPTP inh	CSN inh	TbMetRS inhib	DNMT1 block	Scp-1 inhibitor	Rpn11 block	STEP inh	SUMO1-SIM PPI	MsrA inhibitor
Cc1ccccc1NC(=O)CC(=O)c1ccccc1	-3	0.1	3	-0.5	1	-6	i	-1	-3	-0.1
C=CCn1c(SCC(=O)O)nnc1-c1cccc(Cl)c1	6	0.5	-1	-1.2	-6	-5	i	2	-1	-1.0
CC(=O)Nc1ccc(NC(=O)C2CCCN2C(=O)Nc2ccc(F)c([N+](=O)[O-])c2)cc1 (centres undefined)	-4	0.3	-1	-0.2	0	6	i	3	-28	0.8
Cc1cc(NC(=O)Cn2cnc3c(cnn3C(C)(C)C)c2=O)no1	-2	-0.8	5	-0.7	2	-10	i	0	1	0.2
COc1cc(-c2cc(NC(C)=O)c3ncc(-c4ccccc4)n3c2)cc(OC)c1OC	1	3.0	-2	-0.2	-13	/	i	-1	-6	-0.6
CCN(C(=O)COC(=O)/C=C/c1cccc([N+](=O)[O-])c1)c1c(N)n(Cc2ccccc2)c(=O)[nH]c1=O	1	-1.2	-3	-0.4	2	-8	i	1	-26	0.2
COc1ccc(CN(C(=O)CSc2nnc(-c3ccccc3C)o2)c2ccc(F)cc2)cc1	3	5.9	4	-1.0	-2	-2	i	3	-2	2.8
Cc1cc(=O)oc(C)c1C(=O)N[C@@H]1CCCCNC1=O	-2	-2.8	-1	0.5	-1	-4	i	-3	1	0.0
CNCc1ccccc1Sc1ccc(OC)c(OC)c1	-9	-0.1	0	-0.7	-2	-2	i	0	2	1.6
COc1ccc(NC(=O)Cc2c(C(=O)O)n(C)c3ccccc23)cc1OC	-5	0.0	-2	-0.8	3	-4	i	0	2	-0.3

Compound activity: PubChem BioAssay, several laboratories
